Screening data deposited in PubChem by several laboratories.
Autophagy mod: alters autophagy in cells. MEF GFP-LC3 puncta imaging; test concentration mostly 10 µM. calls only at 10 µM (by protocol). 0.98% of 190,000 active;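 active = percentage of spot-positive cells more than 3 SD above its plate mean, without a fluorescence outlier flag or 80% toxicity; inconclusive = no clear call, values can overlap the other calls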;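 also: spot-positive cell cutoff set from DMSO-treated cells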
West Nile antiviral: inhibition of WNV-induced cytopathic effect – cell-based, CPE readout (AID 1621) | West Nile virus-infected cells, CPE inhibition; higher % means a stronger effect | one-dose CPE inhibition, % at 10 µM; IC50 in µM for titrated hits | 0.02% of 290,000 active; in the data active = a potency from the dose series; inconclusive = CPE inhibition mostly from about 3.7% at the one dose, without a potency; inactive = the rest, 99 in 100 with CPE inhibition below about 2.2%; also: strong numbers were not always called active
Ins promoter up: MIN6 insulin promoter up-regulation | MIN6 insulin promoter-GFP reporter, high-content imaging; hits give high values | 0.3% of 190,000 active | z-score at 5 µM;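 active = z-score above 3 at 5 µM with at least 500 cells counted in the well; inconclusive = wells under 500 cells, flagged as cytotoxic or low count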
Lipid droplet: modulators of hepatic lipid droplet formation; AID 1656; inhibition, % at 6.5 µM; 0.4% of 240,000 active; AML12 mouse hepatocytes, oleate lipid droplets, BODIPY imaging;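 active = lipid droplet intensity inhibited by at least 50%, with more than 500 cells counted; inconclusive = wells with under 300 cells, treated as cytotoxic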
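Technique: fluorescence imaging, 20x objective, two fields per well / Assay system: AML12 hepatocytes (mouse) / Measure: % inhibition of lipid droplet signal / Doses: 6.5 µM single-point dosing / Incubation: overnight exposure / Reagent: 100 µM oleic acid challenge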
MT stabilizer: microtubule stabilization, imaging screen | HeLa tubulin immunostaining HCS, 24 h; share of cells brighter than vehicle mean+2SD | % tubulin-high responders, % at 10 µM | 0.83% of 200,000 active;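 active = plate Z-score above 3 for both tubulin-high and condensed-nucleus cell shares, with cell loss under 80%, at 10 µM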;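 also: anti alpha tubulin signal scored within the nucleus-defined area of each cell; some results filed as inactive read as strong as hits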
b-catenin transl: alters nuclear translocation of beta-catenin in HeLa cells; immunofluorescence imaging; nuclear translocation activity, % at 5 µM; 0.3% of 190,000 active; AID 1665;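 active = nuclear translocation activity above 50% at 5 µM, with a well cell count of 50 or more; inconclusive = wells under 50 cells across six images, flagged as toxic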;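 also: per-cell ratio of nuclear to cytoplasmic median beta-catenin stain intensity; plate controls were DMSO negative control for no effect and GSK-3 inhibitor IX positive control for full effect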
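System: HeLa cells, endogenous beta-catenin; compound dosing: 5 µM primary single dose, 0.1% DMSO, 0.02–20 µM confirmation series; incubation: 24 h compound exposure at 37°C, 5% CO2; signal: beta-catenin immunofluorescence imaging with DAPI; evaluation: % activation, nuclear-to-cytoplasmic median beta-catenin signal ratio per cell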
Myeloid diff MLP: myeloid differentiation induction | ER-HoxA9 myeloid progenitors, lysozyme-GFP differentiation, flow cytometry | calls only at 10 µM | 1% of 360,000 active | AID 624256;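 active = normalized GFP-positive differentiation at or above the plate's own cutoff, the solvent-only control mean plus 3 SD; inconclusive = no clear call, values can overlap the other calls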;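 also: cells exposed to compound for four days before flow analysis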
WT yeast gro inh: growth inhibition of WT yeast, mitochondrial fusion screen. mitochondrial fusion phenotypic screen, WT strain. inhibition, % at 10 µM. 2.1% of 190,000 active; in the data active = inhibition above about 58%; tested in S. cerevisiae
T cell modulator: T cell immune modulators affecting CD8 T cell-vesicle binding; 2C CD8+ T cell-vesicle binding, flow cytometry; hits give low values; calls only at 7 µM; 0.068% of 330,000 active; AID 2052;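 active = response, share of CD8 T cells binding vesicles, and their 90th percentile fluorescence all below set limits, cut at about 80% in these data, passing the limit was not always enough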
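Assay system: 2C TCR transgenic mouse naive CD8+ T cells, MACS-purified | Read-out: CD8+ gate FL2 mean fluorescence as % of same-row positive control | Signal: High-throughput flow cytometry with anti-B7-1 and anti-CD8 staining | Timing: Binding step 1.5 h, 37 °C, antibody labelling 20 min, ice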
WT yeast gro inh mutant strain: also measured in WT yeast gro inh; calls as there; inhibition, %; mitochondrial fusion phenotypic screen, mutant strain inhibition
Ins promoter up cell count: further read-out of Ins promoter up, marked with its call; cell count; measured here: cytotoxicity, nuclei count;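 total cells summed across four imaged fields per well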
Lipid droplet cells 6.5 µM: also measured in Lipid droplet; calls as there; cell count; measured here: cell count, cytotoxicity flag;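 cells counted across two imaged fields per well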
b-catenin transl cell count 5 µM: also measured in b-catenin transl; calls as there; cell count; measured here: cell count, cytotoxicity flag
T cell modulator vesicle-bound %: further read-out of T cell modulator, marked with its call; double positive events, %; measured here: CD8+ vesicle-bound cell fraction;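 binding gate set so that unloaded-vesicle control wells show 10% double positive cells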
MT stabilizer Hoechst-high %: also measured in MT stabilizer; calls as there; % Hoechst-high responders; measured here: nuclear condensation Hoechst responders;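 share of cells brighter than vehicle mean plus two SD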
MT stabilizer cytotoxicity %: also measured in MT stabilizer; calls as there; toxicity, %; measured here: cytotoxicity by cell density;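 0% = mean cell density of plate MIN control wells and 100% = no cells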
Autophagy mod cell loss 18 h: second read-out of Autophagy mod, no call of its own (marks repeat the call); toxicity, %; measured here: cell loss, nuclei count;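 cell loss after 18 h compound exposure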
Myeloid diff MLP GFP+ MAC1+ %: also measured in Myeloid diff MLP; calls as there; GFP+ MAC1+ double positive, %; measured here: differentiation confirmed by MAC1 staining
* hit, by the source's call; i = inactive; u = inconclusive; x = no result given.

A first look, 2 compounds:
SMILES | Autophagy mod | Autophagy mod cell loss 18 h | West Nile antiviral | Ins promoter up | Ins promoter up cell count | Lipid droplet | Lipid droplet cells 6.5 µM | MT stabilizer | MT stabilizer Hoechst-high % | MT stabilizer cytotoxicity % | b-catenin transl | b-catenin transl cell count 5 µM | Myeloid diff MLP | Myeloid diff MLP GFP+ MAC1+ % | WT yeast gro inh | WT yeast gro inh mutant strain | T cell modulator | T cell modulator vesicle-bound %
COc1cccc2c1OCC/C2=N\NC(=O)COc1ccc(C)cc1 | i | -16 | -0.1% | 0.5 | 1204 | 17 | 754 | 4.0 | 2.9 | 9.2 | x | x | i | 0.4 | -10 | -8 | i | 45
CCOC(=O)c1cccc(NC(=O)C2CCN(S(=O)(=O)c3cccs3)CC2)c1 | i | 0 | x | -0.66 | 924 | 3 | 742 | 1.1 | 1.1 | 7.0 | -1.9 | 1159 | i | 10 | 21 | 21 | i | 21

The listing, repeating the preview:
SMILES | Autophagy mod | Autophagy mod cell loss 18 h | West Nile antiviral | Ins promoter up | Ins promoter up cell count | Lipid droplet | Lipid droplet cells 6.5 µM | MT stabilizer | MT stabilizer Hoechst-high % | MT stabilizer cytotoxicity % | b-catenin transl | b-catenin transl cell count 5 µM | Myeloid diff MLP | Myeloid diff MLP GFP+ MAC1+ % | WT yeast gro inh | WT yeast gro inh mutant strain | T cell modulator | T cell modulator vesicle-bound %
COc1cccc2c1OCC/C2=N\NC(=O)COc1ccc(C)cc1 | i | -16 | -0.1% | 0.5 | 1204 | 17 | 754 | 4.0 | 2.9 | 9.2 | x | x | i | 0.4 | -10 | -8 | i | 45
CCOC(=O)c1cccc(NC(=O)C2CCN(S(=O)(=O)c3cccs3)CC2)c1 | i | 0 | x | -0.66 | 924 | 3 | 742 | 1.1 | 1.1 | 7.0 | -1.9 | 1159 | i | 10 | 21 | 21 | i | 21
Cc1ccc(C(=O)Nn2cnc3scc(-c4cccs4)c3c2=O)c(O)c1 | i | -6 | -0.6% | 0.35 | 892 | 9 | 775 | 3.7 | 2.3 | 7.7 | -4.0 | 1076 | i | 0.9 | 5 | 10 | i | 6
COc1cccc(-n2c(=O)c3sccc3n(CC(=O)NC3CCCC3)c2=O)c1 | x | x | -0.3% | x | x | -10 | 792 | x | x | x | x | x | i | 0.9 | x | x | i | 22
Cc1cccc(C(=O)N2CCc3cc(-c4nc(NC(=O)Cn5nnc6ccccc6c5=O)sc4C)ccc32)c1 | i | 9 | -1.0% | -0.77 | 859 | 13 | 652 | 3.3 | 2.4 | 12 | x | x | x | x | -17 | -3 | i | 46
CCn1cc(C(=O)N[C@@H](CCSC)C(=O)NCCCN2CCOCC2)c(=O)c2cc3c(cc21)OCO3 | x | x | 0.3% | x | x | -11 | 768 | x | x | x | x | x | u | x | x | x | i | 8
O=C(O)c1cc(S(=O)(=O)NCC2CCCO2)ccc1Cl (stereo not drawn) | i | -13 | 0.1% | x | x | x | x | 2.4 | 1.5 | 7.3 | x | x | i | 0.9 | -6 | -3 | i | 62
CC1(C)NC(=O)N(CC(=O)OCc2cc(=O)n3cc(Br)ccc3n2)C1=O | i | 1 | 0.1% | 2.1 | 1130 | 2 | 669 | 2.9 | 3.6 | 10.0 | -5.4 | 901 | i | 0.9 | 0 | 8 | i | 42
CCOC(=O)N1CCN(C(=O)c2ccc(N(Cc3ccccc3)S(C)(=O)=O)cc2)CC1 | i | -6 | -0.6% | -1.1 | 1046 | 16 | 753 | 0.9 | 1.3 | 8.5 | x | x | i | 2.8 | -13 | 1 | i | 23
COCCNC(=O)c1cc2cc(Br)cc(Br)c2oc1=O | i | -1 | 0.3% | -0.34 | 1275 | 2 | 722 | 2.0 | 2.5 | 6.8 | 1.3 | 1142 | i | 0.5 | 1 | 0 | i | 34
CCOc1ccc(C(C(=O)NCC2CCCO2)N(Cc2cccs2)C(=O)c2snc(C(N)=O)c2N)cc1 (stereo not drawn) | x | x | 0.9% | x | x | 5 | 716 | x | x | x | x | x | i | 0.9 | x | x | i | 16
Cc1ccccc1NC(=O)C1CC(=O)N(Cc2ccccc2)C1 (stereo not drawn) | i | 4 | 0.2% | -0.23 | 1222 | 5 | 711 | 3.6 | 2.4 | 8.2 | -1.3 | 1074 | i | 0.6 | -8 | 4 | i | 29
Cc1cc2ccccc2c(=O)n1CC(=O)NC1CCCCCC1 | i | -14 | -0.1% | x | x | x | x | 3.9 | 2.5 | 4.1 | -4.3 | 1052 | i | 0.5 | -16 | 0 | i | 46
COC(=O)c1cn(NC(=O)C2CCCCC2)c(=O)c2ccccc12 | i | 8 | -0.5% | 1.7 | 1240 | -2 | 773 | 6.4 | 1.6 | 7.4 | -0.2 | 1026 | i | 0.3 | 0 | 12 | i | 65
Cc1cc(C)cc(OCCCC(=O)O)c1 | i | 25 | 0.2% | 0.5 | 1839 | 2 | 701 | 3.3 | 1.3 | 0.1 | -1.0 | 1031 | i | 0.4 | -11 | -3 | i | 42
O=C(NCCC1=CCCCC1)C1CCC(CNc2c(N3CCCCC3)c(=O)c2=O)CC1 (stereo not drawn) | x | x | 0.4% | 0.28 | 1160 | -29 | 730 | x | x | x | 1.4 | 1347 | i | 0.4 | x | x | i | 16
O=C(O)c1ccc(Br)c(S(=O)(=O)N2CCCC2)c1 | i | -5 | 0.4% | 0 | 757 | x | x | 3.6 | 2.2 | 3.9 | -0.7 | 741 | i | 1.1 | -5 | 7 | i | 56
Cc1[nH]n(-c2ccccc2)c(=O)c1C=Nc1ccc(S(N)(=O)=O)cc1 | x | x | 0.1% | x | x | 3 | 630 | x | x | x | -0.5 | 1370 | i | 0.2 | x | x | i | 13
COCCn1c(=O)c2c(nc3n2CCN3c2ccc(C)cc2)n(C)c1=O | i | 6 | -0.4% | -0.2 | 1521 | x | x | 2.1 | 1.6 | 8.5 | -0.4 | 805 | x | x | -9 | 25 | x | x
COc1ccccc1C(=O)Nc1ccnn1C1CCN(Cc2ncc[nH]2)CC1 | x | x | 0.0% | x | x | 3 | 622 | x | x | x | x | x | i | 2.8 | x | x | i | 11
COc1ccc(NC(=O)COC(=O)Cn2nnc3ccccc32)cc1 | i | 5 | -0.3% | 0 | 1303 | 4 | 684 | 1.3 | 1.9 | 2.9 | -1.8 | 1073 | i | 0.8 | -6 | -1 | i | 37
Cc1cc(C)c(NC(=O)CSc2nnc(CNC(=O)c3ccccc3F)o2)c(C)c1 | x | x | -0.3% | x | x | -12 | 694 | x | x | x | x | x | i | 0.7 | x | x | i | 30
CC1(C)Oc2ccc3ccc(=O)oc3c2/C(=C/Nc2ccccn2)C1=O | i | 21 | 1.2% | 0.5 | 957 | x | x | 2.8 | 1.8 | 1.4 | 2.5 | 736 | i | 2.5 | 6 | -6 | i | 31
CCOc1ccc(CN2C(=O)CC(=O)N(S(=O)(=O)c3ccc(OCC)cc3)C2=O)cc1 | x | x | -0.3% | x | x | -30 | 744 | x | x | x | 1.0 | 1253 | i | 0.4 | x | x | i | 35
COc1ccc(C)cc1S(=O)(=O)NCCN1CCOCC1 | x | x | -0.6% | x | x | 5 | 419 | x | x | x | x | x | i | 0.6 | x | x | i | 54
CCOC(=O)c1cnn(Cc2cccc(Cl)c2)c1C | i | 23 | -1.2% | 0.79 | 1061 | -16 | 701 | 3.5 | 1.4 | 3.3 | -0.8 | 1195 | i | 0.1 | 5 | 8 | i | 26
COc1ccc(-c2csc(NC(=O)c3ccc(S(=O)(=O)N4CCc5ccccc5C4)cc3)n2)cc1 | i | 1 | -1.0% | -0.87 | 1126 | -13 | 678 | 3.0 | 2.4 | 4.4 | -0.6 | 954 | i | 0.4 | -2 | -3 | i | 47
COc1ccc(CC(=O)Nc2nncs2)cc1OC | i | -3 | -0.4% | 0.66 | 1331 | x | x | 4.4 | 2.1 | 9.0 | -6.2 | 977 | i | 1.1 | -9 | 31 | i | 15
Cc1cc(-c2ccccc2)nc(N/N=C/c2ccccc2F)n1 | x | x | -1.4% | x | x | -2 | 843 | x | x | x | x | x | i | 0.2 | x | x | i | 23
CCCOc1ccc(N2C(=O)CC(NCC#N)C2=O)cc1 (stereo not drawn) | x | x | 0.1% | x | x | -10 | 826 | x | x | x | x | x | i | 0.7 | x | x | i | 54
CN(C)c1ccc(/C=N/NC(=O)C(=O)/C=C2\NC3(CCCC3)Cc3ccccc32)cc1 | i | -2 | -0.5% | -0.11 | 1206 | -3 | 679 | 3.4 | 2.5 | 9.0 | 1.3 | 465 | i | 0.7 | 27 | 8 | i | 37
CCN(CC)S(=O)(=O)c1ccc(N(C)Cc2ccc(C(F)(F)F)cc2)nc1 | i | 12 | 2.5% | -1.5 | 695 | -13 | 840 | 5.9 | 2.7 | 6.1 | -5.2 | 1248 | i | 1.1 | 40 | -3 | i | 13
Cc1ccc(NC(=O)CSc2nnc(C3CC3)n2N)cc1S(=O)(=O)N1CCOCC1 | i | 11 | 0.2% | -0.31 | 1267 | -3 | 722 | 2.4 | 2.6 | 16 | -1.9 | 1118 | i | 0.8 | 12 | 30 | i | 62
CCn1c(Cc2cccs2)nnc1SCC(=O)c1ccc(C)cc1 | i | 5 | -1.2% | -1.9 | 827 | -15 | 770 | 1.7 | 2.3 | 7.0 | 0.7 | 1002 | i | 0.6 | -9 | -5 | i | 39
CCOC(=O)/C=c1\s/c(=C\c2c(OCC)ccc3ccccc23)c(=O)n1CC(=O)NCC1CCCO1 (stereo not drawn) | i | -5 | 0.1% | 0.3 | 821 | 30 | 803 | 24 | 9.8 | 38 | 4.1 | 1116 | i | 0.7 | -3 | 0 | i | 13
CC(C(=O)Nc1ccccc1C(F)(F)F)N1CCN(C)CC1 (stereo not drawn) | x | x | -0.3% | x | x | 12 | 818 | x | x | x | x | x | i | 0.5 | x | x | i | 59

Random draw from the library. Share with any hit: about 3.9%.
